PG9 binder = binds the HIV-1 gp120 antibody PG9. TR-FRET gp120-PG9 antibody binding. inhibition, % at 6.7 µM. hit rate 0.43% among 360,000. AID 624416; in the data active = inhibition above about 8.5%
DAX1 inh-1 = NR0B1 (DAX1) inhibition. P51843. HEK293 Gal4-DAX1 luciferase reporter, luminescence. inhibition, % at 6.75 µM. hit rate 0.99% among 340,000. AID 504766;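 active = inhibition above the mean over all tested compounds plus 3 SD, cut at about 4.2% in these data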;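 note: 0% = DAX1-transfected cells with DMSO and 100% = empty-vector control cells with DMSO; inhibition shows as a rise in luminescence from relieved DAX1 repression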
ADAM17 inh = inhibitors of human ADAM17. P78536. hit rate 0.83% among 370,000. recombinant ADAM17, EDANS/DABCYL FRET peptide cleavage. inhibition, % at 6.95 µM;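 active = inhibition above the mean of compounds lying between control limits plus 3 SD, set per campaign, cut at about 8.5% in these data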;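 note: 0% = DMSO-only wells as the low control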
Target sequence (P78536 215-824 limits assumed): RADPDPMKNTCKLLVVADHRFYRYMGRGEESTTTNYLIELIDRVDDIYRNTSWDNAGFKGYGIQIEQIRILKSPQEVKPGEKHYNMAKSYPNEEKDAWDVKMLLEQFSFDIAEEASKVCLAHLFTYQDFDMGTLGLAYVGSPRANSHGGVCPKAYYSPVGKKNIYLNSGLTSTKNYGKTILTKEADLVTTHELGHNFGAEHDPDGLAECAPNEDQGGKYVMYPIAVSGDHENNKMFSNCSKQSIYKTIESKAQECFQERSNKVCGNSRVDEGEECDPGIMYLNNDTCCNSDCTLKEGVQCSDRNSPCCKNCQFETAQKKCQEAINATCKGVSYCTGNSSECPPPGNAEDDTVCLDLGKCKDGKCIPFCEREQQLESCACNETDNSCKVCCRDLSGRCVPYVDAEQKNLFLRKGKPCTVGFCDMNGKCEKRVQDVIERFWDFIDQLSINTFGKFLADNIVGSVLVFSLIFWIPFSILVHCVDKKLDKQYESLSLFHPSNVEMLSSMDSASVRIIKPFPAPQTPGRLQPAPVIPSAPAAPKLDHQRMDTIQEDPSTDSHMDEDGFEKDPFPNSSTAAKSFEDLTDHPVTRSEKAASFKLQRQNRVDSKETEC
hcDAF12 agonist = activates DAF-12 receptor from parasite H. contortus; HEK293 hcDAF-12 lit1-tk-luc reporter, luminescence; 0% DMSO, 100% Δ7-dafachronic acid; activation, % at 6.8 µM; hit rate 1.4% among 370,000; AID 652067;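 active = activation above the mean of all tested compounds plus 3 SD, cut at about 5.5% in these data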;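 note: 100% = response to 3 µM Δ7-dafachronic acid high control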
ADAM10 inh = ADAM10 inhibition, QFRET primary screen. O14672. recombinant ADAM10, EDANS/DABCYL FRET peptide cleavage, 3 h. inhibition, % at 7 µM. hit rate 0.62% among 370,000;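 active = inhibition above a per-campaign cutoff equal to the mean of compounds falling between control-based bounds plus 3 SD, cut at about 20% in these data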;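 note: 0% = DMSO wells while the 100% control is not disclosed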
Target sequence (O14672 214-748 limits assumed): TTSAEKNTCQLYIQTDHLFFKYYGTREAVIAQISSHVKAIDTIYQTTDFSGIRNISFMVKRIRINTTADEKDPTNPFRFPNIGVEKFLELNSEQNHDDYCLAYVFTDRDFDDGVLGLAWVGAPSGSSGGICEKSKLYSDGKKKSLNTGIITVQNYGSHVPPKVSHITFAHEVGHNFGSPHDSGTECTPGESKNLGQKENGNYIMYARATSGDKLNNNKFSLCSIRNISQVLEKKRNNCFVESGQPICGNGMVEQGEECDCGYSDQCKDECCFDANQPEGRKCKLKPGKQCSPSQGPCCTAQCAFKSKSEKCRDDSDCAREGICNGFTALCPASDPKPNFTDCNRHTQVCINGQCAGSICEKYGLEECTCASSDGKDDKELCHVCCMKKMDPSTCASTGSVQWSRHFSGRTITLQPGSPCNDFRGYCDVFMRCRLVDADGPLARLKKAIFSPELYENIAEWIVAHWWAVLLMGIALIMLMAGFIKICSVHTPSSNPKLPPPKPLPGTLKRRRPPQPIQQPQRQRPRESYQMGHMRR
FXN GAA850 act = increases GAA850 frataxin promoter reporter activity | activation, % at 6 µM | HEK293 lucGAA850 FXN promoter luciferase reporter, 24 h; percent of 10 µM SAHA response | hit rate 0.56% among 360,000 | AID 540364;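 active = activation above the average of all compounds screened plus 3 SD, cutoff fixed separately per campaign, cut at about 7.5% in these data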;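 note: 0% = DMSO wells and 100% = 10 µM SAHA wells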
GC-A act = GC-A (human) enzyme activation | activation, % at 10 µM | HEK293 GC-A cells, cGMP TR-FRET, EC30 ANP; 0% at EC30 ANP, 100% saturating ANP | P16066 | hit rate 0.14% among 370,000; in the data active = activation above about 40%
ssDAF-12 act = S. stercoralis DAF-12 activation, primary screen | HEK293 ssDAF-12/GRIP1 lit1-tk-luc reporter, luminescence; % of 3 µM dafachronic acid response | activation, % at 6.8 µM | hit rate 1% among 370,000;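 active = activation above the mean over all tested compounds plus 3 SD, cut at about 0.9% in these data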;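 note: 0% = DMSO-only wells and 100% = 3 µM delta7-dafachronic acid wells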
DAX1 inh-2 = blocks DAX1 repression of SF-1 activated StAR promoter; AID 652010; HEK293T StAR-luciferase reporter, SF-1/DAX-1 repression relief; inhibition, % at 6.8 µM; hit rate 1.1% among 370,000;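 active = inhibition above the mean over all tested compounds plus 3 SD, cut at about 3.6% in these data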;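 note: 0% = DAX-1 cells with DMSO and 100% = cells lacking DAX-1 with DMSO; higher inhibition means more luminescence from relief of DAX-1 repression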
SMARCA2 activ = activators of SMARCA2 function. MG213 cells, MMTV-luciferase reporter, dexamethasone, overnight. activation, % at 9.1 µM. hit rate 1% among 370,000. AID 652017; in the data active = activation above about 7.8%;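 note: 0% = vehicle wells and 100% = reference activator wells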
hgDAF-12 ag = agonists of H. glycines DAF-12 nuclear receptor; HEK293 GAL4-hgDAF12 UAS-luciferase reporter, agonist luminescence; normalized to butyrate control; activation, % at 6.8 µM; hit rate 1.8% among 370,000;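 active = activation above a cutoff set at the mean of all screened compounds plus 3 SD, cut at about 10% in these data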;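 note: 0% = DMSO wells and 100% = sodium butyrate wells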
Starred values were filed as active, the others as inactive; i = inactive; nt = no result given; & = joins results of further samples. Compounds as they come (roughly 6.8% active in at least one column).

SMILES	PG9 binder	DAX1 inh-1	ADAM17 inh	hcDAF12 agonist	ADAM10 inh	FXN GAA850 act	GC-A act	ssDAF-12 act	DAX1 inh-2	SMARCA2 activ	hgDAF-12 ag
COc1ccc(C(=O)NNC(=O)CSc2nnnn2C)cc1	0.5	-1.1	-5	-0.3	-7	1.3	-2	-1.3	0.4	-4	1.2
CC1S/C(=N/N=C2CCC(C(C)(C)C)CC2)NC1=O (centres undefined)	-0.4	2.8	-8	2.2	-14	14*	-3	0.1	2.4	6	12*
Clc1ccc2c(c1)C1OCCC1C(c1ccco1)N2 (centres undefined)	0.5	0.9	-286	3.4	i	7.1	1	0.4	1.7	6	9.2
CC(C)CNC(=O)NC(=O)COC(=O)COc1ccc(Cl)cc1Cl	0.6	0.5	-5	0.1	2	1.8	-3	-1.7	1.0	0	0.1
O=C(NCc1cccs1)C(NS(=O)(=O)c1cccc2nsnc12)c1ccccc1 (centres undefined)	-1.3	0.3	3	7.1*	-7	-0.4	-2	0.7	0.2	-5	-1.7
CCCCN(C(=O)CSc1nnc(-c2ccccc2)n1C)c1c(N)n(Cc2ccccc2)c(=O)[nH]c1=O	-1.1	-0.7	-3	-1.1	-4	2.8	1	-1.5	-0.4	-1	0.5
COc1ccc(OC)c(NC(=O)CCNS(=O)(=O)c2cccs2)c1	3.6	0.8	-6	-0.6	-2	-2.7	3	-0.5	0.1	-2	-0.3
CC(C)(C)n1ncc2c(=O)n(Cc3ccc(Cl)cc3)cnc21	1.3	-2.1	-7	-2.1	-9	-0.1	nt	-1.9	-2.2	-4	-2.4
O=[N+]([O-])c1cccc(CNC2CCCCCC2)c1	1.3	0.7	-2	-0.3	-4	-0.1	-2	-1.4	0.8	-1	-1.0
CC(N=C(NC#N)Nc1ccncc1)C(C)(C)C (centres undefined)	2.0&-1.4	0.6&0.9	-3&-5	0.7&1.0	0&4	-0.6&-2.7	1&6	-1.3&-1.4	0.0&-0.3	-5&-7	2.9&3.7
COc1ccc2sc3ccccc3c(=O)c2c1OC	0.0	2.5	-5	-0.3	-5	-0.5	8	-1.0	0.7	6	5.7
O=C(Nc1ccc(Cc2ccc(NC(=O)Nc3cccnc3)cc2)cc1)Nc1cccnc1	-1.6	0.0	-3	-0.1	-21	0.0	-2	-1.2	-0.3	-1	4.1
Cc1cccc(C)c1OCCCCc1c(C)n[nH]c1C	1.5	0.6	0	-0.8	6	-3.1	2	-2.1	-0.3	-3	-1.4
Cc1cccc(C(=O)N[C@H](C(=O)Nc2cc(S(=O)(=O)N3CCCCC3)ccc2C)C(C)C)c1	-0.2	-1.2	0	0.9	-2	0.6	0	-0.9	-0.8	-4	-2.2
CC(=O)NC1=NN(c2ccccc2)C(=O)C1	-3.8	1.2	-4	-1.1	-4	0.1	-1	-1.1	0.2	1	-1.0
O=C(O)/C=C\C(=O)Nc1ccc(Oc2ccccc2)cc1	-0.6	-1.2	-8	-1.4	-6	-1.1	3	-0.8	0.0	-3	2.2
CCc1c(C)nc2c(C#N)c[nH]n2c1=O	-2.6	-0.6	-7	-0.6	-35	0.1	0	-1.2	1.3	-3	-1.6
Cc1cccc2c(C(=O)O)c3c(nc12)CCCCC3	-0.6	2.0	-2	0.8	-2	0.3	2	-1.2	0.0	-1	0.1
O=S1(=O)N[C@@H](Cc2ccccc2)COc2cccc(N3CCC[C@H]3CO)c21	2.1	nt	-4	0.6	3	nt	-2	-1.2	4.1*	-1	0.9
Cc1nnc(NC(=O)CCCOc2ccccc2)s1	1.0	0.0	-5	0.7	-3	-0.4	3	-1.2	2.1	-1	-2.2
CCOC(=O)C1(Cc2ccccc2)CCCN(C(=O)COc2ccccc2OC)C1 (centres undefined)	-2.0	4.3*	-3	0.8	2	1.9	1	0.3	3.0	7	7.8
CCN(CC)C(=O)c1ccccc1NS(=O)(=O)c1ccc(C)cc1	-0.3	0.2	2	-1.4	6	3.3	5	-1.7	-0.1	-2	0.6
CCn1c(C)nc2cc(NC(=O)Nc3cccc(C(C)=O)c3)ccc21	-1.7	0.7	-2	1.4	-2	0.4	0	-0.4	0.3	4	12*
COc1ccc(-n2c(COc3cccc4ccccc34)nnc2SC(C)C(=O)O)cc1 (centres undefined)	1.3	1.1	-3	-0.4	0	1.3	-3	-1.0	0.0	2	-1.2
NS(=O)(=O)c1ccc(NC(=O)/C=C/c2cccc(Cl)c2)cc1	-0.3	-1.1	3	-3.0	4	2.0	-22	-2.3	-0.6	4	0.7
COCCNC(=O)CCC1CCN(Cc2cccc(Oc3ccccc3)c2)CC1	1.3	2.7	1	-1.6	0	1.1	-2	-0.6	-0.6	-1	-0.7
Cc1ccc(-c2nn3c(C)nnc3s2)cc1NC(=O)c1cccs1	-2.6	-0.4	12*	3.4	8	-1.6	-2	0.1	-1.3	0	1.6
COc1ccc(CCNC(=O)C2CCN(C(=O)c3ccc(F)cc3)CC2)cc1OC	1.4	-0.1	1	-2.3	3	0.3	-3	-1.1	-0.3	1	2.2
O=C1NC[C@@H](CCCCN2C[C@H](Cc3ccc(O)cc3)N(CCc3ccc(O)cc3)C(=O)C2=O)N(CCc2ccccc2)C1=O	-1.6	nt	-3	-0.1	-2	nt	3	-1.3	0.1	-1	1.0
CC(C)(CC(=O)O)CC(=O)NNc1ncccc1C#N	1.0	1.5	-6	-1.7	-7	-1.0	4	-2.3	0.2	-6	1.2

Part of the list above, with each value named.
> CCn1c(C)nc2cc(NC(=O)Nc3cccc(C(C)=O)c3)ccc21
  PG9 binder: -1.7 | DAX1 inh-1: 0.7 | ADAM17 inh: -2 | hcDAF12 agonist: 1.4 | ADAM10 inh: -2 | FXN GAA850 act: 0.4 | GC-A act: 0 | ssDAF-12 act: -0.4 | DAX1 inh-2: 0.3 | SMARCA2 activ: 4 | hgDAF-12 ag: 12*
> COc1ccc(-n2c(COc3cccc4ccccc34)nnc2SC(C)C(=O)O)cc1 (centres undefined)
  PG9 binder: 1.3 | DAX1 inh-1: 1.1 | ADAM17 inh: -3 | hcDAF12 agonist: -0.4 | ADAM10 inh: 0 | FXN GAA850 act: 1.3 | GC-A act: -3 | ssDAF-12 act: -1.0 | DAX1 inh-2: 0.0 | SMARCA2 activ: 2 | hgDAF-12 ag: -1.2

Other results:
SMILES	PG9 binder	DAX1 inh-1	ADAM17 inh	hcDAF12 agonist	ADAM10 inh	FXN GAA850 act	GC-A act	ssDAF-12 act	DAX1 inh-2	SMARCA2 activ	hgDAF-12 ag
CC1=C(C(=O)Nc2ccccc2)C(c2ccco2)C(C#N)=C(SCC(=O)Nc2cccc(C)c2C)N1 (centres undefined)	-0.4	-1.3	-4	-1.1	0	-5.1	-2	0.1	0.1	2	-1.1
CCN(CC)S(=O)(=O)c1cc(NC(=O)c2ccccc2OCc2c(C)noc2C)ccc1C	-1.4	-0.7	-1	-1.4	-2	-1.4	3	-1.4	-0.7	-4	1.1
Cc1cc(NC(=O)CSc2nnc(-c3ccco3)n2N)no1	-0.1	0.7	-6	0.0	7	1.9	-1	-1.7	0.0	2	2.2
CC(C)(C)CC(=O)NC(=S)NCc1ccccc1	-0.6	1.5	-5	-1.3	-9	4.6	3	-0.9	-0.3	-1	0.8
O=C(NCCc1csc(-c2ccccc2)n1)c1c(F)cccc1F	-0.3	-0.9	-4	-0.6	-11	-1.9	0	-1.3	-0.5	-2	1.5
COc1ccc(N2C(=O)CCC2=O)cc1	-1.5	1.2	-5	-1.7	4	0.2	1	-1.5	0.9	0	-0.8
CC(NC(=O)CCl)c1ccc(Cl)c(Cl)c1 (centres undefined)	-0.9	-1.3	-2	0.2	-6	-5.2	3	-1.5	-2.9	0	-3.9
O=C(Cc1ccc(Cl)c(Cl)c1)Nc1ccc(S(=O)(=O)Nc2ncccn2)cc1	0.3	-1.5	-4	-1.4	-1	2.1	0	-0.8	0.2	-4	-0.9
O=C(CSc1nc2ccccc2c(=O)[nH]1)N1CCCCC1	2.0	0.7	-3	3.0	-5	-0.3	-4	-1.4	0.4	1	5.6
N=C1SCC(=O)N1c1ncc(Cc2ccccc2Cl)s1	-2.2	1.7	-6	-0.8	-10	1.9	5	-1.9	-0.6	3	-2.0
CC(=O)NC12CC3CC(C1)CC(C(=O)N1CCN(S(=O)(=O)c4ccccc4C#N)CC1)(C3)C2	0.3	-0.5	-3	-1.5	-11	0.9	0	-1.3	0.2	-1	0.4
CCOC(=O)N1CCN(C(=O)C[C@H]2C[C@@]3(C(=O)OC)C(=C[C@H](C(C)C)O[C@@H]3C3CC3)N(Cc3ccccc3)C2=O)CC1	-3.1	nt	3	-1.1	0	nt	-4	-0.6	-0.4	-5	-1.0
CC(C)(C)c1ccc(-c2nnc3sc(-c4ccccn4)nn23)cc1	4.4	-1.0	-3	-5.6	-17	-4.7	-7	-3.0	-3.5	-2	-9.3
COC(=O)c1ccc(Cn2cc(Cl)cn2)o1	1.5	0.4	-2	-1.9	0	-1.7	6	-1.7	0.2	-5	-0.4
Cc1ccc(OCc2nc3ccccc3n2C)cc1	-0.7	4.8*	-3	11*	-4	3.0	-3	0.9*	2.5	3	13*
Cn1c(=S)[nH]c2[nH]c(=O)cnc2c1=O	0.3	1.0	0	-2.1	4	4.5	2	-1.9	-0.6	3	1.0
O=C(COc1ccc(Br)cc1)N(CCO)CCO	-0.5	0.5	-2	0.0	0	0.2	2	-1.2	0.7	-2	-0.3
CC(=O)Nc1ccc(NC(=O)CSC2=NS(=O)(=O)c3cc(Cl)ccc3N2)cc1	1.3	1.4	0	-0.5	6	-0.2	-3	0.1	0.2	0	1.7
Cc1ccc(S(=O)(=O)N2CCOCC2)cc1C(=O)N1C(=O)c2cccc(N)c2C1=O	-0.5	1.3	-23	-0.1	-70	0.6	0	-1.1	0.2	3	2.5
N#Cc1ccc(OCc2nnc(-c3ccc([N+](=O)[O-])cc3)o2)cc1	-3.5	-1.0	-4	0.1	-2	1.9	-3	-1.1	-1.0	-1	-1.4
CCOC(=O)c1c(NC(=O)c2ccccc2Cl)sc2c1CCc1ccccc1-2	-2.1	-0.3	-22	0.8	-81	2.1	-4	-0.5	-0.6	1	0.8
Cc1cc(NC(=O)c2ccc(-c3ccccc3[N+](=O)[O-])o2)no1	-0.9	0.1	-2	-0.5	-2	1.0	-3	-0.7	1.2	4	3.7
CCOC(=O)N1CCN(CC(O)COc2ccccc2C(C)(C)C)CC1 (centres undefined)	-1.4	0.3	0	-1.9	2	2.2	4	-2.0	0.4	0	-0.2
COc1ccc(C(C)(NC(C)=O)c2nc(-c3cc(F)cc(F)c3)cs2)cc1 (centres undefined)	-2.4	nt	-4	-0.5	3	2.5	-1	-1.2	-0.5	1	-2.5
O=C(O)CCc1nn2c3ccccc3n(CC(=O)O)c2nc1=O	-2.6	-0.5	-37	0.1	-94	1.1	-1	-0.1	0.0	-2	-1.7
CCOc1ccc(NC(=S)NC(=O)/C=C/c2ccco2)cc1	-2.9	0.6	1	2.7	3	1.9	3	-0.3	0.5	-1	1.3
CN(Cc1nc(-c2cccc(Cl)c2)no1)C1CCOCC1	0.0	0.3	-5	2.5	-5	6.4	4	-0.7	2.0	-2	12*
O=C(O)CC(Cc1ccc(Cl)cc1)C(=O)NCC12CC3CC(CC(C3)C1)C2 (centres undefined)	-0.4	-1.1	-1	-2.3	1	1.5	0	-0.5	-0.1	2	1.4
CN(Cc1nc2ccccc2c(=O)[nH]1)C(=O)c1cccc(NC(=O)c2cccs2)c1	1.0	-0.6	1	1.9	0	1.4	-4	-0.9	-0.9	-4	-1.6
